# MT1-MMP act inh – blockers of MT1-MMP proenzyme processing, primary screen, HT1080 RFP-PRO-GFP cells, GFP/RFP fluorescence | GFP/RFP ratio fluorescence, overnight; percent of plate control window, DMSO zero | Matrix metalloproteinase-14 (Homo sapiens), P50281 | 360,000 compounds, 0.061% hits | GFP/RFP ratio change, % at 20 µM;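 active = GFP/RFP ratio change of at least 30% with cell ATP level not reduced by more than half and red fluorescence within 50% of control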; also: strong numbers were not always called active
#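 Assay system: HT1080 RFP-PRO-GFP cells | Dosing: 20 µM single dose, 1% DMSO | Incubation: Cells overnight before dosing, compound overnight, 37 °C, 5% CO2 | Evaluation: GFP/RFP fluorescence ratio | Control set: DMSO-only wells and HT1080 RFP-L50D-GFP cell wells as references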
# DNMT1 inh – human DNMT1 methyltransferase inhibitors, primary screen, biochemical, molecular beacon, fluorescence, HinP1I cleavage, uHTS. AID 588458, 2011. DNA (cytosine-5)-methyltransferase 1 (Homo sapiens), P26358. inhibition (reported as % activation of signal), % at 10 µM. 360,000 compounds, 0.83% hits; in the data active = inhibition above about 50%
# Target sequence (P26358 504-1616 limits assumed): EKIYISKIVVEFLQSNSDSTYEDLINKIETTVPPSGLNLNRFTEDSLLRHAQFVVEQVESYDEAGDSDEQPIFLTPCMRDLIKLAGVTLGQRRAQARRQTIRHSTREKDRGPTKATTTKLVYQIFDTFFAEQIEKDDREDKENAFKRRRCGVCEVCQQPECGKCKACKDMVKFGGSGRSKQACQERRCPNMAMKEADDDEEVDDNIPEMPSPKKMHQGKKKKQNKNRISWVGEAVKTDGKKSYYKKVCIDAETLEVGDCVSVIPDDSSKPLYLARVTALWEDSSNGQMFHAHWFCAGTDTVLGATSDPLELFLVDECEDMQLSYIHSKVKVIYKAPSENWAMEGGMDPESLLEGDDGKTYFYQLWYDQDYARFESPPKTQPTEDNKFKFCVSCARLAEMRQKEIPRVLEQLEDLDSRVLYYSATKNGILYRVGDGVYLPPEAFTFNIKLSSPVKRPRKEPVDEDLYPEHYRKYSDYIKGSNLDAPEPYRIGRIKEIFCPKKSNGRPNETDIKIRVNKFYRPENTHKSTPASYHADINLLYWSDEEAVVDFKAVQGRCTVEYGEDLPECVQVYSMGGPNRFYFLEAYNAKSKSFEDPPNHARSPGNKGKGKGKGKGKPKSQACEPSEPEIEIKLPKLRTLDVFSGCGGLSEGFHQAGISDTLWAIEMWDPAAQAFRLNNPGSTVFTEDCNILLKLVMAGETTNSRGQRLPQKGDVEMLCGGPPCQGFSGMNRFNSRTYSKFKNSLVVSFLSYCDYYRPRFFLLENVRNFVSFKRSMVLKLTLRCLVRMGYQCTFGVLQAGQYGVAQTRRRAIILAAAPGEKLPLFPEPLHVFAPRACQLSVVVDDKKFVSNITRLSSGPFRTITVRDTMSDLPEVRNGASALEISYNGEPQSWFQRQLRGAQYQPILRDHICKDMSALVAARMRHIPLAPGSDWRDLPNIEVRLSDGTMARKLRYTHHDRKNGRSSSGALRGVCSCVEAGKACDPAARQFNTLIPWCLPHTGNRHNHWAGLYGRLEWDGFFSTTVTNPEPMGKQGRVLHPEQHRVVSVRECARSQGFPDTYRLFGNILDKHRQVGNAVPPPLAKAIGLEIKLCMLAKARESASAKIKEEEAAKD
# SUMO1 PPI mod – modulators of SUMO1 protein-protein interactions, primary screen, biochemical, uHTS; SUMO1 binding to a labelled peptide, TR-FRET, 1 h; inhibition, % at 20 µM; 360,000 compounds, 0.33% hits; AID 602429, 2012; in the data active = inhibition above about 37%
# Scp1 inh – Scp-1 phosphatase inhibitors, primary screen, biochemical, colorimetric, uHTS | Carboxy-terminal domain RNA polymerase II polypeptide A small phosphatase 1 (Homo … | Recombinant Scp1, phosphopeptide, malachite green phosphate absorbance | inhibition, % at 20 µM | 340,000 compounds, 0.88% hits;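 active = inhibition above about 50% at 20 µM, limit read from the data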;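 also: plate controls were DMSO wells with enzyme for no effect and wells lacking enzyme for full effect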
#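 Assay system: SCP-1 catalytic fragment, aa 76-261 | Buffer or medium: Tris acetate buffer pH 5.5 with MgCl2 and Tween-20 | Compound: One concentration, 20 µM, with 1.0% DMSO | Also added: Phospho 17-mer peptide substrate | Signal: Absorbance at 630 nm | Incubation: 45 min enzyme reaction at room temperature | Measure: % inhibition of SCP-1 phosphate liberation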
# SKN-1 inh – suppressors of acrylamide-induced Pgst-4::GFP reporter in worms, primary screen, SKN-1 inhibitor project, whole organism, uHTS, GFP/RFP fluorescence ratio, strain VP596. C. elegans VP596 Pgst-4::GFP/RFP ratio, 24 h. inhibition, % at 21.8 µM. 360,000 compounds, 0.49% hits;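 active = interference check ratio from 0.5 to 1.5 plus GFP to RFP signal ratio inhibition reaching or exceeding a fixed threshold, cut at about 30% in these data, passing the limit was not always enough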; also: some compounds called inactive have numbers as strong as hits
# NadD inh – inhibitors of S. aureus NadD, primary screen, biochemical, colorimetric, uHTS; 360,000 compounds, 0.78% hits; inhibition, % at 20 µM; purified NadD enzyme, colorimetric absorbance read-out; in the data active = inhibition above about 26%; also: some compounds past the cut are filed as inactive
# CendR NRP1 mod – modulators of CendR peptide binding to NRP-1, primary screen, biochemical, fluorescence polarization, uHTS. FAM-RPARPAR peptide binding to NRP-1. AID 602438, 2012. Neuropilin-1 (Homo sapiens), O14786. inhibition, % at 25 µM. 360,000 compounds, 0.85% hits;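 active = inhibition or corrected inhibition above about 18%, plus a signal ratio from 0.5 to 1.5, limit read from the data, passing the limit was not always enough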; also: strong numbers were not always called active
# Rpn11 inh – Rpn11 (PSMD14) deubiquitinase inhibitors, primary screen, biochemical, fluorescence polarization, uHTS. 26S proteasome non-ATPase regulatory subunit 14 (Homo sapiens), O00487. human 26S proteasome, Ub4-pepOG fluorescence polarization; 20S core pre-blocked with epoxomicin. calls only at 20 µM. 360,000 compounds, 0.59% hits;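 active = inhibition at 20 µM, scaled to each plate's controls, above about 33%, limit read from the data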
# STEP block – STEP phosphatase inhibitors, primary screen, biochemical, fluorescence intensity, uHTS. AID 588621, 2011. inhibition, % at 20 µM. recombinant STEP, OMFP fluorogenic substrate. 360,000 compounds, 0.25% hits;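 active = inhibition at 20 µM, scaled per plate between control wells, above about 37%, limit read from the data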;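 also: 0% = DMSO with enzyme and substrate and 100% = substrate only without enzyme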
#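 System: STEP phosphatase, cell-free reaction; Buffer or medium: Bis-Tris pH 6.0 buffer with DTT, detergent; Incubation: 20 min at room temperature, dark; Measured by: fluorescence, 480/540 nm.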
# LMPTP block – LMPTP phosphatase inhibitors, primary screen, biochemical, fluorescence intensity, uHTS; AID 651560, 2012; Low molecular weight phosphotyrosine protein phosphatase (Homo sapiens), P24666; 360,000 compounds, 0.22% hits; recombinant LMPTP-A, OMFP fluorogenic substrate; inhibition, % at 20 µM;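 active = compounds that cut the enzyme signal by at least half of the control window in the single-dose screen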;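 also: plate controls were DMSO wells with enzyme plus substrate for no effect and substrate without enzyme for full effect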
#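 Test system: LMPTP-A phosphatase enzyme. Amount: LMPTP-A at 0.625 nM final in the reaction. Reagent: OMFP substrate, 400 µM final. Times: 50 min at room temperature. Signal: endpoint fluorescence intensity from OMFP dephosphorylation. Read-out basis: % inhibition. Benchmarks: no-enzyme and uninhibited controls.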
# * hit, by the source's call; i = inactive; . = not tested or not shown; + = active, no number.
MT1-MMP act inh,DNMT1 inh,SUMO1 PPI mod,Scp1 inh,SKN-1 inh,NadD inh,CendR NRP1 mod,Rpn11 inh,STEP block,LMPTP block,compound
-1,-2,-6,4,7,-6,-3,i,-1,-0.7,C[C@@H](C(=O)NCc1ccccn1)[C@H]1C[C@]1(C)[C@H](NC(=O)OCc1ccccc1)c1ccccc1
-3,-8,-2,4,2,-4,9,i,-2,-2.2,CC(C)[C@@H](N)C(=O)NCC1CCC(C(=O)N[C@@H](Cc2ccccc2)C(=O)O)CC1 (stereo not given in full)
3,-3,1,4,19,2,1,i,0,-2.1,CCC(C)[C@H](NS(=O)(=O)c1ccc(C)cc1)C(=O)N1CCC(C(=O)N2CCC(C(=O)OC)CC2)CC1 (stereo not given in full)
-9,87*,25,-2,-13,32*,-16,i,0,77*,O=c1[nH]c(C(Cl)Cl)nc2sc3c(c12)CCN(Cc1ccccc1)C3
2,1,0,2,6,-3,1,i,0,-1.2,Cc1ccc(OCCNC(=O)CNC(=O)c2ccc(C)c(C)c2)cc1
-8,0,-4,1,0,1,3,i,-4,-2.0,Cc1nnc(NC2(C(F)(F)F)C(=O)Nc3c2c(=O)n(C)c(=O)n3C)s1 (stereo not given)
7,7,1,.,15,-2,-3,i,-1,-1.8,Cc1ccc(S(=O)(=O)NC(=O)C2(C)CCN2C(=O)Cc2ccc(Cl)cc2Cl)cc1 (stereo not given)
11,-9,11,-11,-12,2,5,i,4,4.4,Cn1c(=O)n(C/C=C/c2ccccc2)c(=O)c2c1nc1n2CCCN1c1ccc(F)cc1
7,-5,-13,-7,2,-2,-3,i,0,1.8,COc1ccc(C2C(C#N)=C(C)NC3=C2S(=O)(=O)c2ccccc23)cc1 (stereo not given)
-2,-1,7,-10,0,-2,16,i,0,3.5,Cn1c(=O)c(C(=O)NCCCc2ccccc2)c(O)c2ccccc21
-4,1,-5,10,3,4,7,i,3,3.4,CCCCN(CC)CCNC(=O)c1nn(-c2ccc(OC)cc2)c(=O)c2c1c1ccccc1n2C
-1,1,-8,-3,5,-3,-1,i,3,1.7,COCCN1C=C(C(=O)OC)C(c2ccc(Cl)cc2)C(C(=O)OC)=C1
2,1,-5,-11,-11,-5,-9,i,3,0.4,Cc1ccccc1NC(=O)Cc1nc(COC(=O)c2cc(Br)ccc2O)cs1
4,-6,20,-30,7,-6,-6,i,-2,-1.0,COC(=O)c1cc(OC)c(OC)cc1NC(=S)Nc1cccc(C(C)=O)c1
7,4,-21,0,6,0,-12,i,0,1.2,COc1ccc2nc(NC(=O)c3ccc([N+](=O)[O-])o3)sc2c1
-2,2,-5,-6,-13,3,9,i,-1,-0.8,Cc1cc(C)c(NC(=O)COc2cccnc2[N+](=O)[O-])c(C)c1
2,-1,2,2,-2,-5,-9,i,4,0.4,COC(=O)c1sc(NC(=O)COc2ccc(C)cc2)nc1C
2,0,-4,3,-17,-8,8,i,-1,-0.4,COc1ccc(C(=O)Nc2ccnn2C2CCN(Cc3cnn(C)c3)CC2)cc1
0,14,-1,1,-3,-6,-3,i,-1,-1.1,COc1ccc(OC)c(NC(=O)c2oc3ccccc3c2NC(=O)C2CC2)c1
10,0,0,16,7,1,-2,i,5,1.5,COc1ccc(Oc2nc(-c3ccccn3)ncc2OC)cc1
2,3,1,-2,8,1,0,i,2,-0.8,CCOC(=O)c1c(NC(=O)CC)sc(C(=O)NC2CCCC2)c1C
-2,0,2,-7,18,-6,2,i,2,0.3,O=C(CC1CCCC1)Nc1cccc(Br)c1
2,5,2,-7,12,-4,-5,i,2,1.8,Cc1c(C2(O)CCCCC2)[nH]c2ncccc12
7,-1,1,-7,0,-4,5,i,2,1.9,O=S(=O)(c1ccccc1Cl)N1CCCC1c1nc(-c2ccc(Cl)cc2)no1 (stereo not given)
1,3,-4,-7,-6,-1,2,i,2,-2.0,NS(=O)(=O)c1ccccc1NC(=S)Nc1ccccc1S(N)(=O)=O
-4,-8,8,-6,21,7,-2,i,-2,0.8,O=S(=O)(c1cccs1)N1CN(Cc2ccc(Cl)cc2)c2nc3ccccc3nc21
11,2,-20,6,1,-4,0,i,-4,4.7,COc1ccc2cc(C(=O)NCC(=O)O)sc(=O)c2c1OC
-4,0,3,-4,6,-5,5,i,-2,-1.4,O=C(c1ccco1)N1CCN(Cc2cccc3ccccc23)CC1
2,0,-2,-13,-12,-3,34*,i,-2,-2.0,CN(N)c1nc(-c2ccccc2)nnc1C(F)(F)F
1,1,-10,-1,19,-3,9,i,-1,0.0,O=[N+]([O-])c1ccc(CS(=O)(=O)N2CCN(c3ccccc3)CC2)cc1

# The last 4 records of the section above are carried over, then new ones follow.
MT1-MMP act inh,DNMT1 inh,SUMO1 PPI mod,Scp1 inh,SKN-1 inh,NadD inh,CendR NRP1 mod,Rpn11 inh,STEP block,LMPTP block,compound
11,2,-20,6,1,-4,0,i,-4,4.7,COc1ccc2cc(C(=O)NCC(=O)O)sc(=O)c2c1OC
-4,0,3,-4,6,-5,5,i,-2,-1.4,O=C(c1ccco1)N1CCN(Cc2cccc3ccccc23)CC1
2,0,-2,-13,-12,-3,34*,i,-2,-2.0,CN(N)c1nc(-c2ccccc2)nnc1C(F)(F)F
1,1,-10,-1,19,-3,9,i,-1,0.0,O=[N+]([O-])c1ccc(CS(=O)(=O)N2CCN(c3ccccc3)CC2)cc1
3,0,-10,4,-2,-7,2,i,0,1.6,CN(C)c1ccc(/C=N/NC(=O)CNC(=O)c2ccc3c(c2)OCCO3)cc1
4,-11,-8,-8,9,4,15,i,2,1.4,O=[N+]([O-])c1ccccc1CNc1ccc(F)c(Cl)c1
2,-1,6,0,-11,-3,2,i,3,-0.2,CS(=O)(=O)N(CC(=O)N1CCCCCC1)c1cccc(F)c1
-4,1,1,3,-8,-1,0,i,-1,-1.5,COC(=O)C1=C(C)N(C)C(=O)NC1c1ccc([N+](=O)[O-])o1 (stereo not given)
12,2,2,-6,0,-2,2,i,-2,0.7,CCCC(=O)NNC(=O)Nc1ccccc1
4,-2,3,-1,2,-5,2,i,-2,0.5,CCOc1ccc(NS(=O)(=O)c2ccc3c(c2)n(C)c(=O)n3C)cc1
3,1,5,-5,14,-1,8,i,2,-1.2,Cc1ccccc1N1CCN(C(=O)C2CCC(=O)N(C3CCCC3)C2)CC1 (stereo not given)
1,1,-2,-2,4,-2,9,i,-2,-0.4,COc1ccccc1CC(=O)N1CCN(C(=O)c2ccco2)CC1
5,0,2,3,7,-3,10,i,-2,1.1,Cn1ccnc1SCC(=O)Nc1cccc(S(=O)(=O)N2CCCCCC2)c1
-2,-3,-9,-3,7,4,-15,i,1,1.8,Cc1cc(C)n2nc(SCn3nnc4ccccc4c3=O)nc2n1
3,-4,-5,-8,1,-9,4,i,-2,0.6,Cc1cc(C(=O)CSc2ccc(Cl)cc2)cc(C)c1OC(=S)N(C)C
0,3,6,-5,-11,-1,7,i,-1,0.3,COc1ccc(OCc2nnc(SCC(=O)Nc3nnc(C4CC4)s3)n2C)cc1
-1,-1,-20,-4,-8,-7,2,i,-3,0.2,O=C(Nc1cccc(NC(=O)c2ccccc2Cl)c1)c1ccc([N+](=O)[O-])o1
-4,3,-4,-5,-4,-6,-13,i,2,-0.4,CCCCN(C)Cc1cc(=O)oc2cc3c(cc12)CCCC3
-5,0,0,-12,-18,3,-12,i,-2,0.0,COC(=O)C1=C(C(=O)OC)[C@@H]2N(C)c3ccc(OC)cc3[C@@]23C[C@@H](C(=O)OC)N(C(=O)c2cccs2)C3=N1
5,-15,1,-13,16,4,-15,i,0,2.5,O=C(Nc1ccc2c(c1)OCO2)C1CCCN(c2nc3ccccc3s2)C1 (stereo not given)
-3,-2,-1,-2,11,-2,1,i,-1,-1.1,O=C(NCC(=O)N(c1ccc(F)cc1)C(C(=O)NC1CCCCC1)c1ccncc1)c1ccco1 (stereo not given)
-2,-22,-6,-12,-2,11,-49,+,4,0.9,O=C(CN1CCCC1)N/N=C/c1c(O)ccc2ccccc12
-8,-10,5,-6,21,4,-23,i,3,0.0,CCn1c(-c2ccccc2)c(C(=O)CC#N)c2ccccc21
1,1,-1,-11,10,-6,11,i,19,0.0,S=C1NCN(Cc2ccco2)CN1Cc1ccco1
-1,0,-6,-11,0,1,3,i,-1,-1.0,OCCOc1ccc(CN2CCCC(N3CCN(c4ccc(F)cc4)CC3)C2)cc1 (stereo not given)
11,-7,2,0,-14,3,-4,i,2,-0.4,CC(C)NC(=O)N(C)C[C@@H]1Oc2ccc(NC(=O)Nc3ccc(C(F)(F)F)cc3)cc2CC(=O)N([C@H](C)CO)C[C@@H]1C
-1,0,0,-2,-3,-14,5,i,2,-6.0,CCCN1CCC(NC(=O)CC2C(=O)NCCN2Cc2cccc(OC)c2)CC1 (stereo not given)
-2,3,7,-1,-1,3,-6,i,-1,-1.3,O=C(CCN1C(=O)COc2ccccc21)NCc1ccco1
-1,0,-4,-1,19,-4,-2,i,-1,-0.2,CCOC(=O)c1ccccc1-c1cn2cc(Cl)ccc2n1
2,-1,7,-7,-4,-7,2,i,-1,0.9,COc1ccc(C)cc1NC(=O)CSCc1ccccc1C
-9,2,2,-11,30,-9,-2,i,2,1.3,COc1ccc(/C=C\C(=O)c2c(O)ccc3c(C)cc(=O)oc23)cc1OC
-1,31,-28,1,-1,-4,8,i,2,34,COc1cc(Nc2c3ccccc3nc3ccccc23)cc(OC)c1OC
-3,1,-14,-7,-2,-1,-2,i,-1,0.5,O=C(CN1CCN(Cc2ccccc2)CC1)N=Nc1c(O)[nH]c2ccccc12
2,1,-3,-13,-36,-6,5,i,-4,-1.3,CC(C)CCNC(=O)[C@@H](NC(=O)c1c(F)cccc1F)C(C)C
3,1,0,-2,-4,-1,-6,i,-16,-3.2,O=C(c1cccc(Cl)c1)N1CCN(Cc2ccccc2F)CC1
